RAD52 anneal inh = RAD52 DNA annealing inhibitors, primary screen, biochemical, FRET, single point, set 2. DNA repair protein RAD52 homolog (Homo sapiens), P43351. 0.46% of 360,000 active. recombinant RAD52 DNA annealing, FRET fluorescence. inhibition, % at 18.7 µM;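 active = every replicate showing at least 50% inhibition; inconclusive = mean inhibition at least 50% but not in every replicate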
Target sequence (P43351 whole entry, looked up): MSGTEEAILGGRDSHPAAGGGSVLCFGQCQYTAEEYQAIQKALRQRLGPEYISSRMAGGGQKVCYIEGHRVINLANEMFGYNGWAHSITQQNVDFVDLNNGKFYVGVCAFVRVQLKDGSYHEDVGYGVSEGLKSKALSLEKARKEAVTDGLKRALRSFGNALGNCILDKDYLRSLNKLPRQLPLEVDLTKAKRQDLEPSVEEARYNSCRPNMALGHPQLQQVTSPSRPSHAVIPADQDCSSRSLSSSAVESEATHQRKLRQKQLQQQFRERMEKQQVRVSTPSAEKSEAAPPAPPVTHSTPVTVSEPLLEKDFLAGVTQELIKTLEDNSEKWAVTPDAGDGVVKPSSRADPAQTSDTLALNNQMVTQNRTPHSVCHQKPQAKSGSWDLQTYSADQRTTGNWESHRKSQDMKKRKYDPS
Cneo AK release = Cryptococcus neoformans cell lysis inducers, primary screen, AK release luminescence, single concentration. AID 651654, 2012. C. neoformans lysis, adenylate kinase release luminescence, 4 h; normalised: neutral wells 0, clomiphene wells 100. lysis activity, % at 15 µM. 0.2% of 360,000 active;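 active = mean lysis activity across replicates of at least 80%, whatever share of replicates individually reach that level; inactive = mean lysis activity below 80%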
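Assay system: C. neoformans cells. Amount: yeast cell density of 5 × 10^6 cells/mL. Technique: AK luminescence. Buffer or medium: YPD. Times: static 4 h at 37 °C with compound, 1 h detection. Dosing: single-point compound dose. Read-out: lysis from increased AK signal.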
RAD54 inh = inhibitors of human RAD54 branch migration, primary screen, biochemical, fluorescence, single point; RAD54 Holliday junction branch migration, FAM/BHQ fluorescence; inhibition, % at 10.4 µM; 0.14% of 360,000 active;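 active = mean normalized replicate activity at least 40 and at least half of replicates scoring 40 or more; inconclusive = only one of the two criteria met; inactive = mean below 40 and under half of replicates reaching 40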;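 note: 0% = median of neutral control wells and 100% = median of positive control wells; inhibitors cause a drop in the FAM fluorescence signal; in these data hits start at about 50%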
miR122 inh = miR-122 Renilla sensor signal increase in Huh7, primary screen, miR-122 inhibitor project, cell-based, single point, plate reader; activation (reporter increase), % at 12.5 µM; Huh7 miR-122 Renilla luciferase sensor, 48 h; neutral wells = 0, positive control = 100; 0.3% of 340,000 active;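 active = mean replicate activation score at least 90 and every replicate individually at or above 90; inconclusive = only one of the two criteria met; inactive = neither criterion met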;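 note: higher luciferase means less miR-122 activity so hits act as miR-122 inhibitors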
ERAP1 inh = human ERAP1 aminopeptidase inhibitors, primary screen, biochemical, single point, plate reader | Endoplasmic reticulum aminopeptidase 1 (Homo sapiens), Q9NZ08 | recombinant ERAP1, Leu-AMC fluorescence, 60 min | inhibition, % at 10.7 µM | 0.15% of 340,000 active;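 active = mean replicate inhibition of at least 30%, or all replicates individually reaching that 30% level; inactive = mean below 30% and not every replicate reaching it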;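 note: 0% = neutral control wells and 100% = L-leucinethiol positive control wells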
PGC1a acetyl inh = inhibitors of PGC1a acetylation signal, primary screen, cell-based, U2OS, AlphaScreen, inhibitor mode; AID 651687, 2012; 0.17% of 350,000 active; AlphaScreen anti-acetyl-lysine; with virally co-expressed GCN5 acetyltransferase; inhibition, % at 15.6 µM;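 active = every replicate shows inhibition of at least 40%; inconclusive = mean inhibition at least 40% but some replicate below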;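 note: 0% = neutral control wells and 100% = positive control wells; some results beyond the cut were filed as inactive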
E-selectin induc = E-selectin induction in HUVECs, primary screen, imaging, HUVEC, immunofluorescence imaging, single point | normalized: neutral wells 0, TNF-alpha wells 100 | AID 686992, 2013 | P16581 | activation, % at 7.58 µM | 0.37% of 260,000 active;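 active = mean E-selectin-positive cell signal at least 10% of the positive control, reached in at least 60% of replicates, without over 20% cell loss; inconclusive = no rule given, readout overlaps actives, possibly toxicity-flagged; inactive = the rest, including those meeting only one limit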;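 note: in these data hits start at about 27%; measured in HUVEC primary endothelial cells; signal is the percent of cells scored E-selectin positive by PE staining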
Target sequence (P16581 whole entry, looked up): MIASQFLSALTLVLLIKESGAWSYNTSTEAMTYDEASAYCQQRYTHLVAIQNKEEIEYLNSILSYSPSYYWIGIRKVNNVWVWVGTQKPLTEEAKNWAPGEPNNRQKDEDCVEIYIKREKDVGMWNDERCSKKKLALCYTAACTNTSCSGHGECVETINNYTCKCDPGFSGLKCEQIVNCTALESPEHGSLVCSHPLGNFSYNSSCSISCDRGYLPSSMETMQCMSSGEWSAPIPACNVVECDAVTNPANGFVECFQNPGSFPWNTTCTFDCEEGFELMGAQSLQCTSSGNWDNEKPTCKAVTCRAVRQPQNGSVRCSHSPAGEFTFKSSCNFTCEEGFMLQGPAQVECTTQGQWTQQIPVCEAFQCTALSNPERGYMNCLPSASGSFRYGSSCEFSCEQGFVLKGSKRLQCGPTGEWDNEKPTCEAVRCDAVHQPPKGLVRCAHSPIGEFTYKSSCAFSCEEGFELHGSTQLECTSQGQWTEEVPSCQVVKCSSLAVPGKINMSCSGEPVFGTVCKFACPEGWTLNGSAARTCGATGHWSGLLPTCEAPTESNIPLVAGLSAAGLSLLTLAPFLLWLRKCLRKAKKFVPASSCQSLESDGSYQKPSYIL
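Read-out: % PE-positive cells | Test system: HUVEC | Doses: One compound dose added by pin transfer | Buffer or medium: EGM-2 over gelatin coat | Signal: Immunofluorescence imaging | Benchmarks: TNF-alpha, DMSO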
PglD inh = C. jejuni PglD acetyltransferase inhibitors, primary screen, biochemical, DTNB colorimetric, single point; UDP-N-acetylbacillosamine N-acetyltransferase PglD (Campylobacter jejuni); purified PglD enzyme, DTNB colorimetric CoA detection; inhibition, % at 12.5 µM; 0.098% of 360,000 active; AID 602405, 2012; in the data active = inhibition above about 16%, passing the limit was not always enough; inconclusive = no clear call, values can overlap the other calls; note: strong numbers were not always called active
Numbers without * were called inactive; ? = inconclusive; . = not tested or not shown; [ ] = dose if it differs, or a comment.

#	smiles	PGC1a acetyl inh	RAD54 inh	miR122 inh	RAD52 anneal inh	E-selectin induc	Cneo AK release	PglD inh	ERAP1 inh
1	COc1cc(CN(C)Cc2nc3cc(C(F)(F)F)ccc3c(=O)[nH]2)ccc1OC(F)F	.	2	2	-2	0.0	-2	3	1
2	Cc1cc(N)ccc1NC(=O)CN1CCCC1	0	24	-2	101*	-0.1	-4	-16	-2
3	O=C(c1cccnc1)N1C[C@H]2[C@@H](c3ccccc31)[C@H](CO)N2CC1CCCC1	-2	0	10[16.7 µM]	-2	-0.1	-5	6	0
4	C/C=C/c1cnc2c(c1)C(=O)N([C@H](C)CO)C[C@@H](C)[C@H](CN(C)Cc1ccncc1)O2	11	-8	1[16.7 µM]	3	0.0	4	13	0
5	O=C(CCC1CCCN(C(=O)CCCc2ccccc2)C1)N1CCN(c2ccccn2)CC1 (stereo not drawn)	0	1	2	-2	1.0	-2	-3	-1
6	COc1ccc(CN2CCN(S(=O)(=O)c3ccc(F)cc3)CC2)cc1OC	-6	14	-1	.	.	-1	-2	.
7	O=C(C[C@H]1CC[C@@H](NC(=O)Cc2cccnc2)[C@H](CO)O1)Nc1ccccc1	5	.	.	6	-0.1	.	.	2
8	Cc1ccc(CN2CCCOCCS2(=O)=O)cc1	6	-6	-1	-8	.	-4	0	0
9	COc1ccc(S(=O)(=O)NCc2c(-c3ccccc3)noc2C)c(OC)c1	10	5	.	8	0.2	1	-5	.
10	CC(=O)Nc1cccc(/C(C)=N/NC(N)=S)c1	12	-8	-1	0	.	-1	-2	-3
11	CC(C)NC(=O)Nc1ccc2c(c1)C(=O)N([C@H](C)CO)C[C@@H](C)[C@@H](CN(C)Cc1ccc(C(=O)O)cc1)O2	4	-1	28[16.7 µM]	24	-3.5	43	6	0
12	O=C(c1ccc(OC2CCN(Cc3ccccc3OC(F)F)CC2)cc1)N1CCCC1	-9	4	5	-14	.	-11	8	1
13	Cc1ccc(-c2csc(NC(=O)c3ccno3)n2)cc1	-5	4	0	.	.	-2	-3	.
14	C[C@H](CO)N1C[C@H](C)[C@H](CN(C)C(=O)Nc2ccc(C(F)(F)F)cc2)Oc2ccc(NC(=O)CCCCCC(=O)Nc3ccccc3N)cc2CC1=O	2	0	-10[16.7 µM]	.	.	1	-3	.
15	Cc1sc(NC(=O)C2CCCCC2C(=O)O)c(C(N)=O)c1-c1ccc(C(C)C)cc1 (stereo not drawn)	7	-5	-6	.	.	2	-2	.
16	Cn1cc(SCC(=O)NCc2ccc3c(c2)OCO3)c2ccccc21	-31	2	3	-6	2.2	2	4	6
17	Cc1nnc(SCC(N)=O)n1CC1CCCO1 (stereo not drawn)	-1	-7	5	.	.	1	2	.
18	CCCCCCn1c(CN2CCN(C(=O)c3ccco3)CC2)nc2c1c(=O)n(C)c(=O)n2C	-3	0	-2	-14	-0.2	-1	-4	2
19	CC(=O)c1ccc(S(=O)(=O)NCCC(=O)OCC(=O)NCCc2ccccc2)cc1	-3	-10	-3	0	0.8	5	0	4
20	O=C([C@@H]1CC=C[C@@H]2CCN(C3CC3)C(=O)[C@@H]21)N1CCN(c2ccccc2)CC1	4	-5	3	-12	0.0	4	-1	0

Remaining list, next part.
#	smiles	PGC1a acetyl inh	RAD54 inh	miR122 inh	RAD52 anneal inh	E-selectin induc	Cneo AK release	PglD inh	ERAP1 inh
21	Cc1cc(Cl)ccc1NC(=O)CN1CCCC1	8	3	-3	-5	.	-4	-4	1
22	Cc1ccc(NS(=O)(=O)c2cc(NC(=O)C(C)Oc3ccccc3)ccc2C)c(C)c1 (stereo not drawn)	0	8	67	.	.	-1	-8	.
23	Cc1cc(C)nc(NC(=O)c2c(C(=O)O)noc2C)n1	2	-1	0	-9	.	-3	-2	-2
24	N#Cc1ccc(-c2c(-c3ccccc3)ncc3cc(F)ccc23)cc1	-11	-2	-5	-2	0.1	1	-3	1
25	Cn1c(N)c(C(=O)CSc2ncn[nH]2)c(=O)n(C)c1=O	2	1	2	-16	-0.4	0	0	.
26	CC(C)(C)NC(=O)NC(=O)COC(=O)CNC(=O)c1cccc(F)c1	1	8	-8	.	.	-1	-1	.
27	Cc1noc(NS(=O)(=O)c2ccc(N)cc2)c1C	-5	3	-1	-35	-2.2	2	-4	2
28	Cc1ccc(C(=O)OCC(=O)NNC(=O)COc2ccc(Cl)cc2)c(O)c1	.	-7	0	-8	.	-2	3	-3
29	CC(=O)c1cccc(NC(=O)CN(c2cccc(F)c2)S(C)(=O)=O)c1	0	-5	-3	.	.	-1	3	.
30	O=C(COC(=O)c1ccc(Cl)cc1)NC1CCCCCC1	.	11	.	-7	.	-1	6	0
31	Cc1cccc(N/C=C(\[N+](=O)[O-])S(=O)(=O)c2ccccc2)c1	-10	.	.	-15	-2.6	.	.	0
32	CCc1cnc(N2[C@@H](C#N)[C@H](c3ccc(-c4cccc(F)c4)cc3)[C@@H]2CO)s1	-40	-7	.	-33	-0.2	-5	0	3
33	CNC[C@@H]1Oc2ncc(Br)cc2C(=O)N([C@@H](C)CO)C[C@H]1C	0	-1	15[16.7 µM]	5	0.5	-3	0	-2
34	CN(C)c1oc(-c2ccccc2F)nc1C#N	.	9	.	-12	0.1	-7	2	2
35	CN(C)C(=S)Nc1cccc(F)c1	11	7	-3	-13	.	0	6	-2
36	COC(=O)c1cc(-c2cccc(OC)c2)on1	-6	-6	-1	.	.	11	3	.
37	COc1cccc(C(=O)Nc2ccc3c(c2)C(=O)N(C)C[C@H](OC)[C@H](C)CN[C@@H](C)CO3)c1	5	-6	.	15	0.2	8	-1	1
38	N#Cc1cnn(CC2CCCCC2)c1N	1	-9	-2	.	.	0	1	.
39	COc1ccccc1CC(=O)Nc1ncc(C)s1	.	-11	-7	-7	.	1	5	0
40	COCCn1c(C)cc(C(=O)COC(=O)c2ccc(Cl)c(S(N)(=O)=O)c2)c1C	9	-10	-3	-24	.	-5	3	2

Next compounds.
#	smiles	PGC1a acetyl inh	RAD54 inh	miR122 inh	RAD52 anneal inh	E-selectin induc	Cneo AK release	PglD inh	ERAP1 inh
41	O=C(Cn1cnc2ccccc21)OCC(=O)N1CCCCC1	3	5	9	-9	-0.1	0	2	-3
42	CN1C(=O)c2cc(NC(=O)Nc3ccccc3Cl)ccc2OC[C@H]2O[C@@H](CC(=O)O)CC[C@@H]21	0	-5	-27[16.7 µM]	.	-0.2	-6	-2	.
43	Cc1nn(C(=O)c2ccccc2)c2c1C(=O)CC(C)(C)C2	-3	-2	0	.	.	-1	-1	.
44	CCOc1ccc(NC(=O)CCC(=O)Oc2ccc(C)cc2)cc1	.	-7	.	-4	0.0	0	0	-1
45	O=C(NCc1nnnn1-c1ccc(F)cc1)c1ccc2c(c1)OCO2	-5	-4	.	-8	0.6	-2	-2	1
46	CCC(C)[C@H](Nc1nc(-c2ccccc2)nc2c1oc1ccccc12)C(=O)O (stereo partly drawn)	3	8	-5	.	.	0	1	.
47	COc1ccc(NC(=O)N(C)C[C@@H]2Oc3ccc(NC(=O)Nc4ccc5c(c4)OCO5)cc3CC(=O)N([C@@H](C)CO)C[C@@H]2C)cc1	7	10	1[16.7 µM]	.	-2.1	-1	1	.
48	CS(=O)(=O)c1ccc(C(=O)N2CCN(C(=O)c3ccco3)CC2)cc1	20	14	2	-9	-0.3	-2	1	-2
49	O=C(Nc1ccc(Cl)cn1)c1cccnc1	0	-10	9	.	.	5	-4	.
50	CCOc1ccc(C(=O)N[C@H](C(=O)O)C(C)C)cc1	10	2	-4	.	.	-2	-2	.
51	COCC1CCN(C(=O)C2CCC(=O)N(CCc3cccc(F)c3)C2)CC1 (stereo not drawn)	.	11	-2	-10	1.3	-3	0	-2
52	O=C(c1cccs1)N1CCN(Cc2cccnc2)CC1	11	0	-7	.	.	2	-2	.
53	COC(=O)c1ccccc1OCc1cccc(C)n1	-3	-13	-5	.	.	2	3	.
54	O=C(OCC(=O)N1CCCc2ccccc21)c1cc(S(=O)(=O)N2CCOCC2)ccc1O	0	-1	-3	-25	7.2	-1	-1	0
55	CN(Cc1cnccn1)Cc1nc(Cc2cccc(F)c2)no1	.	4	-3	-5	.	1	-4	-4
56	C[C@H]1CN([C@@H](C)CO)C(=O)c2cc(-c3ccc(C(=O)N(C)C)cc3)cnc2O[C@H]1CN(C)C(=O)C1CC1	1	4	1[16.7 µM]	-1	-0.6	-5	0	0
57	CCC(C)(C)C(=O)Nc1ccc(C(N)=O)cc1	-33	1	-9	.	.	1	-2	.
58	O=Cc1cccn1-c1c(C(=O)O)cnn1-c1ccccc1	.	-12	50	-15	?	-1	-4	-3
59	O=C(c1cc(COc2cccc(C(F)(F)F)c2)on1)N1CCC(c2ccncc2)CC1	.	-3	.	-14	-0.5	-2	-8	2
60	CCCCOc1ccc(OCCCN2CCOCC2)cc1	.	3	2	2	-0.1	-2	5	2

Following part:
#	smiles	PGC1a acetyl inh	RAD54 inh	miR122 inh	RAD52 anneal inh	E-selectin induc	Cneo AK release	PglD inh	ERAP1 inh
61	O=C(COC(=O)Cn1cnc2ccccc2c1=O)Nc1ccc(Cl)c(C(F)(F)F)c1	.	1	.	-4	.	2	5	22
62	CC(C)C(=O)Nc1cccc(C(=O)Nc2nnc(C(C)C)s2)c1	2	2	0	.	.	1	2	.
63	CS(=O)(=O)N1CC(=O)N2[C@@H](CO)[C@@H](c3ccc(C#CC4CCCC4)cc3)[C@@H]2C1	-16	.	.	-10	0.1	.	.	1
64	O=C(NCC(c1ccco1)N1CCN(c2ccc(F)cc2)CC1)C(=O)NC1CCCC1 (stereo not drawn)	5	-2	4	-1	0.6	-1	-3	1
65	Cc1ccc(CNC(=O)Cn2ccc3cc(S(=O)(=O)N4CCCC4)ccc32)o1	1	-5	9	-6	.	0	3	3

Assay outcomes: PubChem BioAssay, Broad Institute

Rows are unselected, and some 1.4% of all compounds hit somewhere here.
